HSF1 inh = HSF1 inhibition. NIH3T3-HGL HSE-luciferase, MG132-induced, luminescence 8 h; stronger effect = lower value. activity change, negative = inhibition, % at 7.5 µM (by protocol). 300,000 tested, 0.77% active;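 active = more than half of replicate wells show activity change below -50%, luminescence cut by over half; inconclusive = some wells, but at most half, below -50%; inactive = no replicate well below -50%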;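 also: luciferase reports HSF-1 transcriptional activity via heat shock element; 0% = median of DMSO wells and -100% = zero luminescence signal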
HIF activator = HIF pathway transcriptional activation; AID 1910; U2OS HRE-luciferase reporter, luminescence; normalized: DMSO 0%, desferrioxamine 100%; 300,000 tested, 0.32% active; activation, % at 7.5 µM (by protocol);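 active = mean activation of at least 10% of the iron chelator positive control signal, with at least half of replicates also reaching 10%; inconclusive = mean and replicate majority disagree about reaching 10%; inactive = mean and most replicates under 10%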
HSP90 inh = blocks HSP90-mediated luciferase refolding in reticulocyte lysate | inhibition, % at 5.6 µM | Rabbit reticulocyte lysate, luciferase refolding luminescence, 3 h | 290,000 tested, 0.91% active;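 active = inhibition above the screen-wide mean plus 3 SD, computed separately per campaign, cut at about 16% in these data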;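 also: 0% = DMSO wells and 100% = 60 µM geldanamycin wells; inhibitors lower the luminescence because luciferase stays unfolded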
Platelet DG rel = modulates dense granule release in human platelets | inhibition, %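 (compounds screened at 7.5 µM in platelet-rich plasma)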 | 300,000 tested, 0.22% active | human platelet-rich plasma, SFLLRN dense granule ATP release, luminescence | AID 1663;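 active = mean replicate score, as percent of positive control, at or above 50; inconclusive = mean below 50 but at least one replicate at or above 50; inactive = mean and every replicate below 50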
aSyn UTR inh = 5' untranslated region of α-synuclein, MLPCN primary screen; alpha-synuclein 5'UTR reporter, inhibitor activity; inhibition, % (tested at 7.5 µM); 300,000 tested, 0.82% active; in the data active = inhibition above about 60%; inconclusive = no clear call, values can overlap the other calls;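 also: H4 neuroglioblastoma cells stably carrying SNCA 5'UTR luciferase fusion; 0% = DMSO wells and 100% = positive control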
IEC-6 tox = IEC-6 cytotoxicity, counter-screen for KLF5 inhibitors. luminescence viability. inhibition, % at 5 µM. 290,000 tested, 0.78% active; in the data active = inhibition above about 22%;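 also: 0% = plate median of test compound wells and 100% = cytotoxic reference compound wells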
HSF-1 act = increases HSF-1 driven luciferase reporter signal; NIH3T3-HGL HSF-1 luciferase reporter, MG132, 8 h; 100% = twice DMSO control signal; activation, % at 9 µM; 300,000 tested, 1.7% active; AID 504408;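 active = mean replicate activation of at least 50% with a set share of replicates each reaching 50%; inconclusive = only one of those two conditions met; inactive = mean below 50% and too few replicates reaching it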;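 also: 0% = median of the neutral control wells and 100% = twice that signal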
SKKanGAS inh = inhibitors of SKKanGAS S. pyogenes growth in kanamycin (SK-promoter or general growth effect) | BacTiter-Glo, 6 h | inhibition, % at 7.5 µM | 300,000 tested, 1.3% active;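 active = mean replicate score, as percent of positive control median, at least 50; inconclusive = mean below 50 but one replicate at or above 50; inactive = mean and every replicate below 50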;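 also: strain carries kanamycin resistance gene driven by streptokinase promoter and grows in 40 µg/ml kanamycin; loss of luminescence reflects streptokinase promoter inhibition or plain growth inhibition; 0% = median of DMSO wells and 100% = positive control at its reference dose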
AI-2 QS mod = Vibrio harveyi AI-2 quorum sensing modulation. activity change, % at 7.5 µM. Vibrio harveyi JMH597 AI-2 luminescence/OD600 ratio, 9 h; stronger effect = lower value; strain lacks LuxN and CqsS sensors; 0 = neutral-control median. 300,000 tested, 0.4% active; in the data active = activity change below about -75%, passing the limit was not always enough; inconclusive = no clear call, values can overlap the other calls;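 also: luminescence divided by OD600 gain over 9 h not by final OD600 alone; inactives centre near 13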
KLF5 inh = kruppel-like factor 5 inhibition | DLD-1 KLF5 promoter-luciferase reporter, luminescence | inhibition, % at 5 µM | 290,000 tested, 0.23% active | AID 1700;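 active = inhibition above a per-plate limit of that plate's mean compound inhibition plus 3 SD, cut at about 60% in these data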;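 also: 0% = DMSO wells and 100% = LY294002 at 200 µM; higher means less KLF5 promoter-driven luciferase light; inactives centre near -14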
* marks the source's active call; other numbers are inactive results; ? = inconclusive; / = not tested or not shown.

Values run as follows: HSF1 inh	HIF activator	HSP90 inh	Platelet DG rel	aSyn UTR inh	IEC-6 tox	HSF-1 act	SKKanGAS inh	AI-2 QS mod	KLF5 inh
CCCCOC(=O)c1nc(Cl)c(Cl)c(N)c1Cl
→ -2	/	-4	19	15	10	4	-2	9	10
Cc1ccc(-n2c(C)c3c(C)nnc(C)c3c2C)cc1C
→ 1	-0.2	4	0	-7	1	0	9	-6	-3
Oc1c(Br)cc(Br)cc1C=NCc1ccc(F)cc1
→ -7	-0.3	1	-11	-13	4	11	8	29	-39
Cn1c(N)c(S(=O)(=O)N2CCCC2)c(=O)n(C)c1=O
→ 1	0.1	-5	-12	13	-1	-6	0	20	-15
CCc1nc(SCC(=O)N2CCN(c3ccccc3)CC2)c2oc3ccccc3c2n1
→ 3	-0.1	2	-2	-28	-1	19	15	9	8
CC1(C)CC[C@]2(C(=O)O)[C@H](O)C[C@]3(C)C(=CCC4[C@@]5(C)C[C@H](O)[C@H](O)[C@@](C)(CO)C5CC[C@]43C)[C@@H]2C1 (stereo partly specified)
→ -2	-0.1	/	-3	17	/	-2	-6	45	/
Cc1ccc([N+](=O)[O-])cc1NC(=O)CN1CCCCC1
→ -10	-0.4	-1	6	12	-6	-33	0	8	3
S=C(NCCCN1CCOCC1)N1CCN(c2cccc(Cl)c2)CC1
→ -1	-0.2	0	4	13	7	6	3	1	-12
CCOC(=O)C1=C(O)C(=O)N(c2ccc(S(N)(=O)=O)cc2)C1c1ccc(OC)cc1OC (stereo unspecified)
→ -1	0.1	2	-3	4	-3	-3	3	29	-29
CCOC(=O)c1c(NC(=O)c2cccs2)sc(C)c1CC
→ -5	0.2	-1	7	-9	-4	-7	1	28	9
COc1ccc(-n2nc(C(=O)NCC(=O)N3CCCC3)c3ccccc3c2=O)c(OC)c1
→ 16	0.0	0	-5	-20	3	?	-4	1	-18
Cc1cnc([N+](=O)[O-])n1CCOC(=O)NC(=O)c1c(F)cccc1F
→ 9	-0.2	0	3	18	6	22	5	15	-28
CCCNC(=O)c1nn2c(C(F)(F)F)cc(-c3ccccc3)nc2c1Br
→ -2	-1.6	-5	1	8	-4	6	2	16	4
CC(C)CCOC(=O)/C(=C/c1ccco1)NC(=O)/C=C/c1ccccc1
→ 5	-0.1	-3	-2	-7	-8	1	2	8	4
O=C(CNC1CCCCC1)Nc1ccc(Cl)cc1
→ 14	0.9	1	2	7	4	4	-3	9	-12

Values run as follows: HSF1 inh	HIF activator	HSP90 inh	Platelet DG rel	aSyn UTR inh	IEC-6 tox	HSF-1 act	SKKanGAS inh	AI-2 QS mod	KLF5 inh
CN(C)c1nc(N(C)C)n(C(=O)c2cccs2)n1
→ -10	0.1	2	-1	9	8	-10	3	7	-14
Cc1nc2ccc(C(=O)Nc3ccc4nc[nH]c4c3)cc2[nH]1
→ -10	2.9	2	19	14	7	-9	11	-7	4
Cc1cccc(C(=O)NCCC(=O)Nc2ccc(C#N)cc2)c1
→ -5	-2.5	0	3	-27	5	0	0	23	-8
Cc1cc([N+](=O)[O-])ccc1NC(=O)C1CCCO1 (stereo unspecified)
→ -3	0.4	2	21	3	2	1	-1	15	8
COCCn1c(C)cc(C(=O)COC(=O)CCS(=O)(=O)c2ccc(C)cc2)c1C
→ 4	-0.3	/	/	-28	/	5	-4	14	/
CN(C(=O)CSC1=NCCS1)c1ccccc1
→ 2	0.1	2	20	-15	-3	0	0	30	-16
COc1ccc(OC)c(-c2csc(NC(=O)c3ccc(F)cc3)n2)c1
→ 0	2.7	-6	9	-202	34*	9	8	6	19
Cc1ccnc(NS(=O)(=O)c2ccc(NC(=O)CN3C(=O)c4ccccc4S3(=O)=O)cc2)n1
→ -2	-0.4	/	-6	7	/	-13	-4	38	/
Cc1ccc(Cn2cc(/C=N/NC(=O)Cc3nnc(NC(=O)c4ccc(C)cc4)s3)c3ccccc32)cc1
→ -4	-0.1	9	2	13	-4	3	58*	18	-4
Cc1ccc(C)c(N=Cc2cc3c(cc2[N+](=O)[O-])OCO3)c1
→ -3	0.1	3	24	-15	-8	-4	4	7	-35
CCc1ccc(NC(=O)COC(=O)c2cccs2)cc1
→ 0	?	4	-2	-7	-4	12	-4	2	-13
CCOc1ccc(NC(=O)C[n+]2ccccc2)cc1
→ -8	-0.5	0	2	-25	2	-2	9	10	-31
CCCOc1ccc(N2C(=O)CC(N(CCc3ccc(OC)c(OC)c3)C(=S)Nc3ccccc3)C2=O)cc1 (stereo unspecified)
→ 2	0.2	-6	0	11	3	-7	20	-5	-2
CCCCc1c(C)[nH]c2nc3ccccc3n2c1=O
→ 15	0.8	-1	-11	-97	0	27	24	4	-77
O=C(CCC(=O)N(CC(=O)NC1CCCCC1)Cc1ccco1)Nc1nccs1
→ 2	0.0	-2	-58	-4	-2	-23	-5	14	12

Values run as follows: HSF1 inh	HIF activator	HSP90 inh	Platelet DG rel	aSyn UTR inh	IEC-6 tox	HSF-1 act	SKKanGAS inh	AI-2 QS mod	KLF5 inh
COc1ccc(N2CC(O)=C(c3nc(-c4ccc(Br)cc4)cs3)C2=N)cc1
→ 16	-1.6	2	10	-40	0	49	11	4	-4
COc1ccc(CCNC(=O)C2=CCN(S(=O)(=O)c3ccc(F)cc3)CC2)cc1OC
→ 4	-0.1	3	4	-17	-8	-15	-2	22	3
O=c1c(-c2ccnn2-c2ccccc2F)cnc2n1CCS2
→ -9	1.3	4	-3	-36	7	-5	2	18	3
O=C(NCc1ccccn1)c1ccc(NS(=O)(=O)c2cccc(Cl)c2)cc1
→ -4	-0.6	5	-4	12	0	10	5	183	-13
O=C(CSc1nc(O)c(Cc2ccccc2)c(=O)[nH]1)Nc1nc2c(s1)CCCC2
→ -21	-3.8	1	6	28	7	-15	29	43	-43
CCOC(=O)C1CCN(S(=O)(=O)c2ccc(OCC(=O)OC)cc2)CC1
→ 1	-0.8	-1	-2	-11	13	-10	1	9	-19
O=C(CN1C(=O)NC2(CCCc3ccccc32)C1=O)NCc1ccco1 (stereo unspecified)
→ -2	0.0	1	-10	1	8	13	3	-2	-32
COc1ccc(/C(C)=N/NC(=O)c2ccc(NS(=O)(=O)c3cccs3)cc2)cc1
→ -4	0.2	0	14	-3	1	0	4	26	-16
O=C(CCSCCC(=O)NCc1cccs1)NCc1cccs1
→ 5	0.2	3	4	6	2	27	-8	20	-23
O=C(CSc1nnnn1-c1ccc2c(c1)OCCO2)c1cccc2c1OCCO2
→ 0	-0.1	-1	4	-35	6	-1	0	5	-18
Cc1ccccc1C(=O)c1cccn1CC(=O)NCCCN1CCCCC1
→ 7	-0.8	-8	-10	12	3	-1	-7	12	-19
O=C1c2ccccc2C(=O)N1CCc1ccccc1
→ 20	1.9	/	8	-70	/	29	0	19	/
CCOC(=O)c1sc(NC(=O)c2cccc(S(=O)(=O)N3c4ccccc4CC3C)c2)cc1C (stereo unspecified)
→ -1	-0.2	-4	3	80*	0	10	29	22	-45
CN(Cc1nc(-c2cnccn2)no1)Cc1cccc2ccccc12
→ /	/	-2	-1	-17	3	/	6	13	-11
Cn1c(=O)n(C)c2cc(NS(=O)(=O)c3cccs3)ccc21
→ -4	0.2	0	0	-20	-7	-11	0	14	-6

Values run as follows: HSF1 inh	HIF activator	HSP90 inh	Platelet DG rel	aSyn UTR inh	IEC-6 tox	HSF-1 act	SKKanGAS inh	AI-2 QS mod	KLF5 inh
CC1CC(C)CN(C(=O)CNC(=O)Cn2ccc3ccccc3c2=O)C1 (stereo unspecified)
→ 3	-0.4	4	10	-3	-7	1	2	7	-29
CCOC(=O)C1CCCN(C(=O)Nc2ccccc2)C1 (stereo unspecified)
→ 6	0.0	-9	-9	-8	-1	-5	2	11	-35
O=C(CCc1ccccc1)NC(=S)Nc1ccc(S(=O)(=O)N2CCOCC2)cc1
→ -3	-0.6	-2	21	14	-2	-8	-2	-62	-14
CCC(=O)Nc1ccc2c(c1)ncn2-c1ccc(C)cc1
→ 26	1.4	-4	10	-77	9	53*	3	12	-142
COc1cc(C(=O)Nc2cc3c4c(c2)CC(=O)N4CCC3)cc(OC)c1OC
→ 6	1.5	/	-1	19	/	1	-2	11	/
COc1cc(C(c2sc3ncnn3c2O)N2CCN(c3ccccc3F)CC2)cc(OC)c1OC (stereo unspecified)
→ -18	-0.2	1	-5	23	0	-39	5	20	8
CCCC(=O)Nc1nn(CC(C)C)c2nc3cc(C)ccc3cc12
→ -3	-1.1	-1	-7	16	5	-7	1	-3	-23
CC1CC(C)CN(CCCNC(=O)c2ccc3c(SCC(=O)O)c4c(nc3c2)CCC4)C1 (stereo unspecified)
→ -7	-0.4	4	-2	-8	1	5	2	5	0
CCCCNC(=O)CCC(=O)NNc1nc2ccccc2c2nc(-c3ccccc3)nn12
→ 8	0.5	-2	-2	0	-2	6	20	12	-13
Cc1ccc(-c2ccc(=O)n(CCC(=O)N3CCN(Cc4ccccc4)CC3)n2)cc1
→ -3	-8.0	-1	9	17	-9	-2	-3	8	-15
S=C(NCc1ccco1)Nc1ccccc1
→ 10	0.2	2	-2	-16	2	11	7	18	-13
COc1ccc(Cc2nnc(SC(C)C(=O)Nc3ccc(C(N)=O)cc3)o2)cc1 (stereo unspecified)
→ 5	-0.3	/	3	-10	/	13	0	9	/
CCN(CC(=O)Nc1ccccc1C(F)(F)F)C(=O)c1cccc(S(=O)(=O)N2CCN(C)CC2)c1
→ -4	-0.2	/	1	-5	/	9	-12	-9	/
O=C1CCCC(O)=C1C(C#Cc1ccccc1)C1=C(O)CCCC1=O
→ -6	-0.3	-2	5	-5	-2	-2	9	36	-21
O=C(NCC(c1ccco1)N1CCc2ccccc2C1)c1ccccc1Br (stereo unspecified)
→ 1	-11	/	1	1	/	8	0	18	/

Compound activity from PubChem.
